hgDAF12 agonist – activates the H. glycines DAF-12 receptor ligand-binding domain; HEK293 GAL4-hgDAF12 UAS-luciferase reporter, agonist luminescence; normalized to butyrate control; activation, % at 6.8 µM; hit rate 1.8% among 370,000;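 active = activation above a cutoff set at the mean of all screened compounds plus 3 SD, cut at about 10% in these data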;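 note: 0% = DMSO wells and 100% = sodium butyrate wells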
PLC-beta3 inh – inhibitors of human phospholipase C beta3; Purified PLC-beta3, fluorogenic substrate, fluorescence; AID 720704; inhibition, % at 12.2 µM; hit rate 0.18% among 370,000; Q01970; in the data active = inhibition above about 11%;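 note: 0% = median of compound wells on plate and 100% = full blocker control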
DAX1 inh-1 – DAX1 (NR0B1) inhibition, primary screen; HEK293T StAR-luciferase reporter, SF-1/DAX-1 repression relief; inhibition, % at 6.8 µM; hit rate 1.1% among 370,000; AID 652010;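 active = inhibition above the mean over all tested compounds plus 3 SD, cut at about 3.6% in these data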;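 note: 0% = DAX-1 cells with DMSO and 100% = cells lacking DAX-1 with DMSO; higher inhibition means more luminescence from relief of DAX-1 repression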
hcDAF-12 act – activators of H. contortus DAF-12 nuclear receptor | HEK293 hcDAF-12 lit1-tk-luc reporter, luminescence; 0% DMSO, 100% Δ7-dafachronic acid | activation, % at 6.8 µM | hit rate 1.4% among 370,000;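 active = activation above the mean of all tested compounds plus 3 SD, cut at about 5.5% in these data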;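 note: 100% = response to 3 µM Δ7-dafachronic acid high control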
PLCg1 inh – inhibitors of human phospholipase C gamma1; P19174; purified PLC-gamma1, fluorogenic substrate, fluorescence; inhibition, % at 12.2 µM; hit rate 0.84% among 370,000; AID 720700; in the data active = inhibition above about 9.5%
Target sequence (P19174 whole entry, looked up): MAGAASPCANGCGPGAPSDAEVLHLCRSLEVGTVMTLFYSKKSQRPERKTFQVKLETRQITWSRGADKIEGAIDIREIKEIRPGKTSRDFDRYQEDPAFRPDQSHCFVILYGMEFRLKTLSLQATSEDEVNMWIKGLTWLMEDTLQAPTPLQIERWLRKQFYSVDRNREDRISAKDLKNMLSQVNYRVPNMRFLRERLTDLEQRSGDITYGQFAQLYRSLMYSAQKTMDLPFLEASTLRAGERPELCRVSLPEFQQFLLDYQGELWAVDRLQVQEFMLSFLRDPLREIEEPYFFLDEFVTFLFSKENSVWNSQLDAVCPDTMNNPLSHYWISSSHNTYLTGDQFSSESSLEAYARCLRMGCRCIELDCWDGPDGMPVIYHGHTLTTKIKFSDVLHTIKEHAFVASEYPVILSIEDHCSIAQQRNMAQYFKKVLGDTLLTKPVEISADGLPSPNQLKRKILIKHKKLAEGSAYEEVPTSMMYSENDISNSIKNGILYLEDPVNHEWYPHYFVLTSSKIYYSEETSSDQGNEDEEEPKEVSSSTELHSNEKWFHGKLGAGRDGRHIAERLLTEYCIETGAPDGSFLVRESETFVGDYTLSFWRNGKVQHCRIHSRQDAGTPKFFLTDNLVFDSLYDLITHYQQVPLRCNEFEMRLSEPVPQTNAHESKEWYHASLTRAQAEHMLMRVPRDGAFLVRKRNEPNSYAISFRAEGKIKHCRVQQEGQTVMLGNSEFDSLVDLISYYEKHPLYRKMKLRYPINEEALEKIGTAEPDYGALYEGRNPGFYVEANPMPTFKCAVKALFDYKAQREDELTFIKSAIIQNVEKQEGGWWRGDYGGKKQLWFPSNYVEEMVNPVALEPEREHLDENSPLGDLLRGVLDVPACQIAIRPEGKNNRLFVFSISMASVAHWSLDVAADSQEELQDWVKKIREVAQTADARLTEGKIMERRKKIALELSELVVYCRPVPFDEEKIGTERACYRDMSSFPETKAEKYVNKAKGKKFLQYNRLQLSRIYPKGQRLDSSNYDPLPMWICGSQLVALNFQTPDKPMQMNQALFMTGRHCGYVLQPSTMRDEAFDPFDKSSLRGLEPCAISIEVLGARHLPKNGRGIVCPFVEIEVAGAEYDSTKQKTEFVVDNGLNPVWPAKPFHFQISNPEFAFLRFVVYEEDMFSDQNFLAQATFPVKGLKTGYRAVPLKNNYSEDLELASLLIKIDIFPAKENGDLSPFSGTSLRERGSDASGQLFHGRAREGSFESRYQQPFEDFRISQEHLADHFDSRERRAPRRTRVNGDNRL
SMARCA2 act – increases SMARCA2 function in MMTV reporter cells; MG213 cells, MMTV-luciferase reporter, dexamethasone, overnight; activation, % at 9.1 µM; hit rate 1% among 370,000; in the data active = activation above about 7.8%;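 note: 0% = vehicle wells and 100% = reference activator wells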
ssDAF12 agonist – S. stercoralis DAF-12 activation, primary screen; HEK293 ssDAF-12/GRIP1 lit1-tk-luc reporter, luminescence; % of 3 µM dafachronic acid response; activation, % at 6.8 µM; hit rate 1% among 370,000; AID 652126;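 active = activation above the mean over all tested compounds plus 3 SD, cut at about 0.9% in these data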;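 note: 0% = DMSO-only wells and 100% = 3 µM delta7-dafachronic acid wells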
DAX1 inh-2 – inhibits human nuclear receptor DAX1 | hit rate 0.99% among 340,000 | AID 504766 | HEK293 Gal4-DAX1 luciferase reporter, luminescence | inhibition, % at 6.75 µM;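 active = inhibition above the mean over all tested compounds plus 3 SD, cut at about 4.2% in these data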;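 note: 0% = DAX1-transfected cells with DMSO and 100% = empty-vector control cells with DMSO; inhibition shows as a rise in luminescence from relieved DAX1 repression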
NR1D1 modulator – Rev-erb alpha (human) modulation. activity, % at 10 µM. hit rate 0.79% among 370,000. Rev-erbα–FITC-DNA binding, fluorescence polarization, 90 min. P20393;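 active = activity above about 14%, limit read from the data; passing the limit was not always enough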;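 note: 0% = DMSO wells with 35 nM protein and 100% = DMSO wells with 750 nM protein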
ADAM17 inh – inhibitors of human ADAM17. P78536. recombinant ADAM17, EDANS/DABCYL FRET peptide cleavage. inhibition, % at 6.95 µM. hit rate 0.83% among 370,000;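 active = inhibition above the mean of compounds lying between control limits plus 3 SD, set per campaign, cut at about 8.5% in these data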;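 note: 0% = DMSO-only wells as the low control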
MBD2 DNA inh – MBD2-methylated oligo binding inhibition; Q9UBB5; TR-FRET, MBD2 binding to methylated oligonucleotide; inhibition, % at 4.4 µM; hit rate 0.31% among 370,000; AID 686964; in the data active = inhibition above about 13%
* = called active by the depositor; . = not tested or not shown.

SMILES	hgDAF12 agonist	PLC-beta3 inh	DAX1 inh-1	hcDAF-12 act	PLCg1 inh	SMARCA2 act	ssDAF12 agonist	DAX1 inh-2	NR1D1 modulator	ADAM17 inh	MBD2 DNA inh
Cn1cnc(S(=O)(=O)Nc2cc(C(F)(F)F)ccc2N2CCOCC2)c1	0.7	-8	0.6	0.6	3	2	-1.6	1.1	3	-3	-1
CCn1cc([N+](=O)[O-])c(C(=O)N2CCCC2)n1	-1.9	2	0.2	-1.1	1	-1	-1.1	0.3	0	-4	0
CCn1nc(C)c(CNC(=O)c2cc(COc3ccc(F)cc3Cl)on2)c1C	-6.7	-7	-2.9	-5.8	-3	-6	-3.1	-4.6	3	-7	3
CCCC(C(=O)OCC)P(=O)(c1ccccc1)c1ccccc1 (centres undefined)	2.8	1	-0.6	-2.0	-3	4	-1.0	-0.5	-1	-1	3
COc1ccc(Nc2nc(N)nc(CN(C)C3CCCCC3)n2)cc1	2.0	1	0.0	0.9	2	4	-1.0	0.7	-2	-1	4
COC(=O)c1c(C)[nH]c(C(=O)/C=C/c2ccccc2F)c1C	5.4	-8	1.5	3.3	0	15*	0.0	3.8	5	-2	-1
CN1CCN(NS(=O)(=O)c2cccs2)CC1	-2.2	3	-0.1	3.5	0	-3	-0.8	-0.8	3	0	-3
O=C(CC1CC1)Nc1ccc2c(c1)[C@H]1C[C@H](CC(=O)N3CCc4ccccc4C3)O[C@@H](CO)[C@H]1O2	0.1	-1	-0.7	-1.6	1	-2	-1.3	-1.1	1	-5	2
COc1ccccc1NCCC(=O)OCC(=O)Nc1ccc(Cl)cn1	-1.1	-1	0.0	-1.9	-4	0	-0.8	-1.1	-5	-2	3
CN(Cc1cnn(C)c1)Cc1nc(Cc2ccccc2Cl)no1	1.4	0	-0.1	-1.6	0	-2	-0.9	0.2	0	-1	0
COc1ccccc1CNC(=O)N(CCc1c(C)[nH]c2ccccc12)Cc1cccs1	1.1	-5	-1.6	2.4	0	-7	-0.6	.	-5	5	-3
O=C(c1ccco1)N1CCN(C2CC(=O)N(c3ccc4c(c3)OCO4)C2=O)CC1 (centres undefined)	-1.5	4	-0.8	-1.3	3	1	-1.5	-1.0	1	1	-1
O=C(Nc1ccccc1C(=O)NCC1CC1)c1cccs1	-3.5	3	-1.0	-2.1	-2	-4	-0.4	.	2	-5	7
NC(=Nc1c([N+](=O)[O-])cnc2ccccc12)N1CCOCC1	-1.8	3	-0.3	1.7	5	-2	-0.3	.	4	1	-6
O=C(CCNC(=O)c1ccco1)NCc1ccc(F)cc1	0.3	-1	0.7	0.4	-4	-1	-0.6	0.1	-1	-3	4
Nc1ccc(-n2ccnc2)cc1	0.0	0	-0.2	0.2	-4	2	-0.9	0.3	0	-1	-3
O=C(COC(=O)c1ccc(F)c(S(=O)(=O)N2CCOCC2)c1)NCc1ccccc1	-1.8	5	1.0	-0.5	7	-4	-1.3	-0.4	-5	8	-1
O=C(CSc1nc(O)cc(=O)n1C1CCCC1)Nc1cccc(Cl)c1Cl	-1.6	3	-0.2	-0.9	0	-2	-1.7	0.0	4	-3	2
CCOc1ccc(-c2c(C(=O)N/N=C(\C)c3ccco3)nnn2-c2nonc2N)cc1	-0.8	-7	-0.2	0.0	-2	4	-1.3	0.0	-2	2	2
Cc1ccc(C(=O)N/C(=C/c2ccc(-c3cccc([N+](=O)[O-])c3)o2)C(=O)NCCCN(C)C)cc1	-2.9	-4	1.1	0.7	4	-3	-0.9	2.1	-1	0	2
Cc1cnc(C(=O)OCC(=O)Nc2ccc(Cl)cn2)cn1	1.7	-11	1.6	-0.1	-11	0	-1.1	1.8	4	0	-5
COC(=O)N1C(=O)[C@](c2ccsc2)(C(C)C)N1C(=O)OC	-1.1	3	-1.4	-1.5	1	-1	-0.5	-0.2	0	-2	2
CC(NC(=O)CCc1nnc(-c2ccc(-c3ccccc3)cc2)o1)c1nc2ccccc2[nH]1 (centres undefined)	-8.8	-20	-1.9	-3.6	-18	-9	-2.5	-3.1	6	-7	1
CC(=O)Nc1ccc(NC(=O)CSc2nnc(NC(=O)c3ccccc3F)s2)cc1	17*	-3	3.2	7.1*	-4	5	-0.2	1.4	5	-3	-3
COC(=O)c1cc(S(=O)(=O)N(C)C2CCCCC2)oc1C	-1.8	-8	0.1	-0.4	2	-8	-1.3	.	-1	-4	-1
O=C(CCc1c[nH]c2ccccc12)N1CCN(c2ccc(O)cc2)CC1	-7.8	-3	-1.6	-2.4	0	-2	-1.5	-1.8	-4	1	-3
CCOc1ccc(C(=O)NCC(=O)Nc2cc(C)ccn2)cc1OCC	3.8	0	1.3	1.5	2	3	-0.6	2.9	-4	1	-1
Cn1ncc(Cl)c1C(=O)N1CCc2ccccc21	1.0	-3	-0.1	5.5	-1	-2	0.6	1.3	1	-2	0
O=C1N/C(=N\N=C\c2cccs2)SC1Cc1cccc(Cl)c1Cl (centres undefined)	2.9	-2	-0.5	-0.3	0	-2	-1.4	0.6	-2	-2	11
C=CCN1C(=O)[C@@H](CC(=O)NCc2cccc(C(F)(F)F)c2)[C@]2(C(=O)OCC)CCCCC/C=C/12	1.9	-2	1.1	1.4	-1	3	-1.3	.	0	-1	2
COc1ccc(OC)c(CN2CCN(S(=O)(=O)c3ccc(NC(C)=O)cc3)CC2)c1	-0.4	3	-0.2	-1.5	8	-2	-0.7	0.3	3	1	0
Cc1ccc(N(Cc2ccccc2)C(=O)c2ccc(Cl)c(S(=O)(=O)N3CCOCC3)c2)cc1	0.1	-2	1.2	-0.6	0	-1	-1.0	-1.3	-4	-1	3
O=c1cc(CN2CCN(c3ccccc3F)CC2)c2ccccc2o1	-1.9	5	-0.4	-1.5	4	-4	-1.2	.	-5	5	-5
CC(=O)Nc1ccc(S(=O)(=O)N2CCN(c3cnn(C)c(=O)c3Cl)CC2)cc1	-0.2	-1	-0.1	-0.6	1	-5	-0.8	2.1	6	-4	-3
Cc1cc(C)c(C(=O)CSc2nc(C)cc(C)c2C(N)=O)c(C)c1	-1.8	-2	-0.4	-1.5	-3	-1	-1.6	-1.0	1	-2	-3
CCc1nnc(NC(=O)CCC(=O)NC2CCCC2)s1	-1.6	0	0.0	0.3	2	-1	-0.7	0.3	-5	1	3
O=C(O)C1CC=CCC1C(=O)NCCc1ccccc1 (centres undefined)	-1.3	1	-0.1	-1.6	0	-5	-1.1	-1.6	3	-2	7
CCOC(=O)CSc1nnc(-c2ccco2)n1C	1.5	1	1.3	-0.5	-3	4	-1.4	-0.7	2	-3	0
Cc1cc(C)c(C)c(S(=O)(=O)N2CCC(C(=O)N3CC(C)CC(C)C3)CC2)c1C (centres undefined)	-3.2	-5	-0.7	-0.7	2	-1	-1.6	0.1	11	-1	-2
CN(C)c1ccc(C2C3=C(CCCC3=O)OC3=C2C(=O)CCC3)cc1	1.3	-3	0.3	0.6	-3	-1	-0.9	-0.7	-3	-6	2

Reprinted at random: four compounds from above.
SMILES	hgDAF12 agonist	PLC-beta3 inh	DAX1 inh-1	hcDAF-12 act	PLCg1 inh	SMARCA2 act	ssDAF12 agonist	DAX1 inh-2	NR1D1 modulator	ADAM17 inh	MBD2 DNA inh
COC(=O)c1c(C)[nH]c(C(=O)/C=C/c2ccccc2F)c1C	5.4	-8	1.5	3.3	0	15*	0.0	3.8	5	-2	-1
O=C(c1ccco1)N1CCN(C2CC(=O)N(c3ccc4c(c3)OCO4)C2=O)CC1 (centres undefined)	-1.5	4	-0.8	-1.3	3	1	-1.5	-1.0	1	1	-1
Cn1ncc(Cl)c1C(=O)N1CCc2ccccc21	1.0	-3	-0.1	5.5	-1	-2	0.6	1.3	1	-2	0
O=C(O)C1CC=CCC1C(=O)NCCc1ccccc1 (centres undefined)	-1.3	1	-0.1	-1.6	0	-5	-1.1	-1.6	3	-2	7

More compounds.
SMILES	hgDAF12 agonist	PLC-beta3 inh	DAX1 inh-1	hcDAF-12 act	PLCg1 inh	SMARCA2 act	ssDAF12 agonist	DAX1 inh-2	NR1D1 modulator	ADAM17 inh	MBD2 DNA inh
CCc1ccc(-c2ccc(C(=O)O)c(C)n2)cc1	4.8	-3	0.1	1.5	0	1	-0.1	2.3	4	-6	1
O=C(COc1ccc2c(c1)C(=O)CC1(CCCCC1)O2)NCc1ccccc1	-1.8	-151	0.2	-0.1	-107	-1	-0.7	-1.1	0	-79	-7
O=C(Cc1ccccc1)NCC(=O)N1CCc2ccccc2C1	-0.8	-5	-0.4	-0.8	0	-3	-0.9	0.4	8	-6	-7
COc1ccc(-c2nc3ccccc3c(=O)n2NC(=S)N(C)C)cc1	3.8	-3	-0.3	-1.2	3	-4	-1.0	-0.8	-3	5	-1
CC1=C(C(=O)N(C(C)C)C(C)C)CC(CC(=O)NC2CCCC2)C(=O)N1Cc1ccccc1 (centres undefined)	1.9	0	-0.7	1.0	4	1	-0.8	0.3	5	-1	1
COc1ccc(NC(=S)N(Cc2cccc(Br)c2)CC2CCC(C(=O)O)CC2)cc1 (centres undefined)	-2.6	2	-0.1	0.6	-1	1	-1.6	0.9	-6	1	1
OCCC1CN(Cc2ccc(F)cc2)CCN1CCCc1ccccc1 (centres undefined)	1.8	-11	0.3	1.3	-3	-2	-0.8	-0.2	0	-9	6
CCOC(=O)CCNC(=O)Nc1ccc2nc(C)n(Cc3ccccc3Cl)c(=O)c2c1	0.4	1	-0.4	-2.0	-2	2	-2.1	-0.1	3	-6	0
Cc1cccc(C(=O)NCCN2CCCC2)c1	0.1	-1	0.4	-1.0	0	-2	-1.2	1.0	-6	-5	4
CCOc1ccccc1N1CCN(C(=O)CNC(=O)c2sc3ccccc3c2Cl)CC1	0.5	-6	-0.2	-0.4	-2	-1	-0.5	0.5	2	2	1
CN(C(=O)CSc1ncnc2c(-c3cccs3)nsc12)C1CCCCC1	3.9	-71	0.2	2.9	-48	0	-0.1	.	-16	-11	5
COc1cccc(/C=C2\SC(N3CCCC(C)C3)=NC2=O)c1OC (centres undefined)	4.8	-494	-0.2	0.1	-394	5	-0.8	1.0	-5	-1	0
Cc1ccc2c(Cl)cc(Cl)c(OCC(=O)Nc3cc(S(=O)(=O)N(C)C)ccc3C)c2n1	-1.0	-1	-2.1	-4.6	1	-5	-2.5	-2.7	2	0	0
S=C(NCc1ccco1)Nc1ccc(Cl)c(Cl)c1	-0.6	-4	-1.8	-2.6	-6	-4	-1.2	0.2	4	10.0*	0
CCN(CC)S(=O)(=O)c1ccc2oc(C(=O)NCCN3CCOCC3)c(C)c2c1	0.6	-12	-0.5	0.0	1	1	-0.7	0.4	-2	-2	-2
NC(=O)Nc1ccc(C(=O)OCC(=O)NC2CCCc3ccccc32)cc1 (centres undefined)	-3.1	-3	-0.5	-0.6	1	-5	-0.9	-1.5	10	-3	-2
O=C(CC1C(=O)NCCN1Cc1ccccc1C(F)(F)F)NC1CCCCCC1 (centres undefined)	0.7	-16	-0.1	0.0	-10	0	-1.6	-0.7	-7	-7	4
COc1ccc(NC(=S)N(CCCN2CCOCC2)Cc2ccco2)cc1	-0.4	-13	0.5	0.4	-9	6	-1.1	-1.3	5	-6	3
CCC(c1ccccc1)c1noc(CCN(CC)CC)n1 (centres undefined)	2.6	10	0.1	-0.2	5	4	-1.3	-0.8	-2	2	-8
O=C(C[C@H]1C(=O)N(Cc2cccnc2)C[C@@H]1Cc1ccccc1)Nc1ccccc1	-3.0	1	-0.3	1.4	-2	-5	-1.1	0.4	0	3	9

Compound activity (PubChem BioAssay)
